# NSD2 inh = inhibitors of human NSD2, primary screen, biochemical, plate reader, single point; NSD2-SET H3K36me1 DELFIA fluorescence; Histone-lysine N-methyltransferase NSD2 (Homo sapiens), O96028; AID 624260, 2012; inhibition, % at 12.5 µM; hit rate 0.07% among 44,000; in the data active means inhibition above about 54%, passing the limit was not always enough; inconclusive means no clear call, values can overlap the other calls;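 further: inhibitors reduce the monomethyl H3K36 fluorescence signal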
# Target sequence (O96028 whole entry, looked up): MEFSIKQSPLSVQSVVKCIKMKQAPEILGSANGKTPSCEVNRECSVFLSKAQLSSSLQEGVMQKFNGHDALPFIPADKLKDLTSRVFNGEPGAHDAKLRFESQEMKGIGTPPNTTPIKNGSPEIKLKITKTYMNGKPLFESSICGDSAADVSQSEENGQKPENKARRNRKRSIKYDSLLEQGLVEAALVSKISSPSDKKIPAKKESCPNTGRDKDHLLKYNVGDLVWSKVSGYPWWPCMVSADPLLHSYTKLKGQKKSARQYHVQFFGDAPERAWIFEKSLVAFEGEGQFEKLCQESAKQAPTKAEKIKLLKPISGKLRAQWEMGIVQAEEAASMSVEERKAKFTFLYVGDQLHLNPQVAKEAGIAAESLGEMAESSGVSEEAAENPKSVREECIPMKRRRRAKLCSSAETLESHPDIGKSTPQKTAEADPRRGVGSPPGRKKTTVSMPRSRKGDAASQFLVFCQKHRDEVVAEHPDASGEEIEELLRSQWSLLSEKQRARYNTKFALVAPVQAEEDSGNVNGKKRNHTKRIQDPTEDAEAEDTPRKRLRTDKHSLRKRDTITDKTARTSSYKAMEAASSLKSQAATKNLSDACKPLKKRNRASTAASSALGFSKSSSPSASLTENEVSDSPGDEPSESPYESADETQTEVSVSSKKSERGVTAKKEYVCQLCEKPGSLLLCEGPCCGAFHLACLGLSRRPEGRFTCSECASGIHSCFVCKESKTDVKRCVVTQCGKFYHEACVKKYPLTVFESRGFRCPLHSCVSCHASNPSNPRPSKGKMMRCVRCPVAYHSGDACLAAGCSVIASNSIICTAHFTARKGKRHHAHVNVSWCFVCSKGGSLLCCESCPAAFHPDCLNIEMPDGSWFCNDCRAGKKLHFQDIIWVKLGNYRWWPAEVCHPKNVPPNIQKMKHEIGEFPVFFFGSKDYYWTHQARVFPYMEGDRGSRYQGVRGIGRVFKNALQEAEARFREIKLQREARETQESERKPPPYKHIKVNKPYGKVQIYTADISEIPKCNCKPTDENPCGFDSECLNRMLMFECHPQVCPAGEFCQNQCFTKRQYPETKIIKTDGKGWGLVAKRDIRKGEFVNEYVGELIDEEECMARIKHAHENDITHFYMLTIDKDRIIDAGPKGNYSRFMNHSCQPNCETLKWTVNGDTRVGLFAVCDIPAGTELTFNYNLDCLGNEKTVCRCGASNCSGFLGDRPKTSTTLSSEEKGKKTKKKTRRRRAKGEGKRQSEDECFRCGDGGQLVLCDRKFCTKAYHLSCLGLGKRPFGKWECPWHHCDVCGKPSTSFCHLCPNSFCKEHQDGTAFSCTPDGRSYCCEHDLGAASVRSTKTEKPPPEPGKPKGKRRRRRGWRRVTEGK
# * hit, by the source's call; i = inactive; ? = inconclusive. Only part of the results is shown; rates above refer to the full screens.
NSD2 inh	SMILES
5	C[C@@H]1CN([C@@H](C)CO)C(=O)c2cc(NS(=O)(=O)c3cn(C)cn3)ccc2O[C@@H]1CN(C)C(=O)Nc1ccc(F)cc1
2	C[C@@H]1CN([C@@H](C)CO)C(=O)Cc2cc(NC(=O)C3CC3)ccc2O[C@@H]1CN(C)CC1CC1
-1	Cc1ccc(-c2ccc3c(c2)O[C@H](CN(C)Cc2cccc(C(=O)O)c2)[C@H](C)CN([C@H](C)CO)S3(=O)=O)cc1
?	CC(C)NC(=O)Nc1ccc2c(c1)C(=O)N([C@H](C)CO)C[C@H](C)[C@H](CN(C)Cc1ccc(C(=O)O)cc1)OCCCC[C@@H](C)O2
-4	Cc1ccc(S(=O)(=O)N(C)C[C@H]2OCCCC[C@@H](C)Oc3ccc(NC(=O)CCC(F)(F)F)cc3C(=O)N([C@@H](C)CO)C[C@@H]2C)cc1
5	CCCN(C)C[C@H]1OCCCC[C@H](C)Oc2ccc(NS(=O)(=O)c3ccc(F)cc3)cc2C(=O)N([C@@H](C)CO)C[C@@H]1C
13	C[C@H](CO)N1C[C@H](C)[C@H](CN(C)Cc2ccc(C(F)(F)F)cc2)OCCCC[C@H](C)Oc2ccc(NC(=O)CCCN(C)C)cc2C1=O
6	CC(C)NC(=O)Nc1ccc2c(c1)C(=O)N([C@@H](C)CO)C[C@@H](C)[C@@H](CN(C)CC1CC1)OCCCC[C@@H](C)O2
i	COc1ccc(NC(=O)N(C)C[C@H]2OCCCC[C@H](C)Oc3ccc(NS(=O)(=O)c4cn(C)cn4)cc3C(=O)N([C@@H](C)CO)C[C@H]2C)cc1
4	CN(C)CC(=O)Nc1ccc2c(c1)[C@@H]1C[C@H](CC(=O)NCCN3CCCCC3)O[C@H](CO)[C@@H]1O2
-2	C[C@H](CO)N1C[C@H](C)[C@@H](CN(C)S(=O)(=O)c2ccc(Cl)cc2)Oc2c(NS(=O)(=O)c3cccs3)cccc2C1=O
-1	C[C@@H]1CN([C@@H](C)CO)S(=O)(=O)c2ccc(C#Cc3ccccc3F)cc2O[C@H]1CN(C)C(=O)c1ccc2c(c1)OCO2
1	CC(C)OC(=O)N(C)C[C@H]1OCc2cn(nn2)CCCC(=O)N([C@@H](C)CO)C[C@@H]1C
5	C[C@@H]1CN([C@H](C)CO)S(=O)(=O)c2ccc(/C=C/c3ccccc3)cc2O[C@@H]1CN(C)C(=O)c1cccnc1
7	COc1ccc(NC(=O)N(C)C[C@@H]2OCCCC[C@@H](C)Oc3ccc(NC(=O)CCC(F)(F)F)cc3C(=O)N([C@H](C)CO)C[C@@H]2C)cc1
-6	COc1ccc(CN(C)C[C@H]2Oc3ccc(NS(=O)(=O)c4c(C)noc4C)cc3CC(=O)N([C@@H](C)CO)C[C@@H]2C)cc1
3	O=C(CSc1nnc(NC(=O)c2ccc(Cl)c(Cl)c2)s1)Nc1ccc(F)c(F)c1F
0	Cc1noc(C)c1S(=O)(=O)Nc1ccc2c(c1)C(=O)N([C@H](C)CO)C[C@H](C)[C@@H](CN(C)Cc1ccc3c(c1)OCO3)OCCCC[C@@H](C)O2
-3	C[C@H]1CN([C@@H](C)CO)C(=O)c2cccc(NC(=O)c3ccncc3)c2O[C@H]1CN(C)S(=O)(=O)c1ccc(F)cc1
-2	COC(=O)C[C@H]1CC[C@H](NS(=O)(=O)c2ccc(OC)cc2)[C@H](CO)O1
0	C[C@@H]1CN([C@H](C)CO)S(=O)(=O)c2ccc(/C=C/c3ccccc3)cc2O[C@H]1CN(C)Cc1cncnc1
0	C[C@@H]1CN([C@H](C)CO)C(=O)c2cc(-c3cccc(F)c3)cnc2O[C@@H]1CN(C)C(=O)C1CC1
3	C[C@@H]1CN([C@H](C)CO)C(=O)c2cc(-c3cccc(C#N)c3)cnc2O[C@@H]1CN(C)C(=O)C1CCCCC1
6	C[C@@H]1CN([C@H](C)CO)S(=O)(=O)c2ccc(-c3ccc(F)cc3)cc2O[C@@H]1CN(C)C(=O)c1ccccc1F
11	CC(=O)N(C)C[C@H]1Oc2cc(-c3cncnc3)ccc2S(=O)(=O)N([C@H](C)CO)C[C@H]1C
-2	C[C@@H]1CN([C@@H](C)CO)C(=O)Cc2cc(NS(=O)(=O)c3cccs3)ccc2O[C@H]1CN(C)C(=O)NC1CCCCC1
1	C[C@@H]1CN([C@H](C)CO)C(=O)Cc2cc(NC(=O)Nc3ccccc3)ccc2O[C@H]1CN(C)C
0	C[C@@H]1CCCCO[C@@H](CN(C)C(=O)NC2CCCCC2)[C@@H](C)CN([C@H](C)CO)C(=O)c2cc(NC(=O)c3ccncc3)ccc2O1
6	Cc1noc(C)c1NC(=O)Nc1ccc2c(c1)CC(=O)N([C@H](C)CO)C[C@@H](C)[C@H](CN(C)C(=O)Nc1c(C)noc1C)O2
-9	C[C@H]1CN([C@@H](C)CO)C(=O)c2cc(-c3cccc(C(=O)N(C)C)c3)cnc2O[C@@H]1CN(C)S(=O)(=O)c1cccc(F)c1
-1	C[C@H](CO)N1C[C@H](C)[C@@H](CN(C)Cc2ccccc2)Oc2ccc(NC(=O)Nc3ccccc3)cc2CC1=O
4	Cc1ccc(S(=O)(=O)Nc2ccc3c(c2)C(=O)N([C@H](C)CO)C[C@H](C)[C@H](CN(C)Cc2ccncc2)O3)cc1
0	CC(=O)N(C)C[C@@H]1Oc2ncc(-c3ccc(F)cc3)cc2C(=O)N([C@@H](C)CO)C[C@@H]1C
?	C[C@@H]1CCCCO[C@H](CN(C)C(=O)C2CCCCC2)[C@@H](C)CN([C@@H](C)CO)C(=O)c2cc(N(C)C)ccc2O1
1	COc1ccc(NC(=O)Nc2cccc3c2O[C@@H](CN(C)Cc2ccc4c(c2)OCO4)[C@H](C)CN([C@H](C)CO)C3=O)cc1
2	C/C=C/c1cnc2c(c1)C(=O)N([C@H](C)CO)C[C@@H](C)[C@H](CN(C)C(=O)C1CC1)O2
0	CCCNC(=O)N(C)C[C@@H]1Oc2cc(-c3ccccc3F)ccc2S(=O)(=O)N([C@@H](C)CO)C[C@@H]1C
1	C[C@H](CO)N1C[C@H](C)[C@@H](CN(C)S(=O)(=O)c2ccc(F)cc2)Oc2ccc(NC(=O)Nc3ccc(F)cc3)cc2CC1=O
5	COC(=O)CCCCCCC(=O)N/N=C/CC1=C(C)CCCC1(C)C
-2	C[C@@H]1CCCCO[C@H](CN(C)S(=O)(=O)c2ccc(F)cc2)[C@@H](C)CN([C@H](C)CO)C(=O)c2cc(NC(=O)Nc3ccccc3)ccc2O1
1	C[C@H](CO)N1C[C@H](C)[C@@H](CN(C)CC2CCCCC2)Oc2c(NC(=O)C3CC3)cccc2C1=O
2	COC(=O)C[C@H]1CC[C@@H](NS(=O)(=O)c2ccc(OC)cc2)[C@@H](CO)O1
0	C[C@@H]1CCCCO[C@H](CN(C)Cc2ccccc2)[C@@H](C)CN([C@@H](C)CO)C(=O)c2cc(NC(=O)c3ccccc3)ccc2O1
-2	Cc1noc(C)c1S(=O)(=O)Nc1ccc2c(c1)C(=O)N([C@H](C)CO)C[C@@H](C)[C@H](CN(C)C(=O)Nc1ccccc1)OCCCC[C@@H](C)O2
4	C[C@H](CO)N1C[C@H](C)[C@H](CN(C)Cc2ccccc2)Oc2ccc(NC(=O)CCCN(C)C)cc2C1=O
10	O=C(N[C@@H]1C=C[C@@H](CC(=O)N2CCC(Cc3ccccc3)CC2)O[C@H]1CO)c1cnccn1
-6	C=C1C(=O)C23CC(O)C4C(C)(C(=O)OC5OC(CO)C(O)C(O)C5O)CCCC4(C)C2=CCC1(O)C3 (configuration not stated)
-3	COc1ccc(S(=O)(=O)Nc2ccc3c(c2)C(=O)N([C@H](C)CO)C[C@H](C)[C@H](CN(C)C(=O)Nc2ccccc2)OCCCC[C@H](C)O3)cc1
1	C[C@@H]1CCCCO[C@H](CN(C)S(=O)(=O)c2ccc(F)cc2)[C@H](C)CN([C@H](C)CO)C(=O)c2cc(NC(=O)C3CCCCC3)ccc2O1
i	COc1ccc(S(=O)(=O)Nc2ccc3c(c2)C(=O)N([C@H](C)CO)C[C@H](C)[C@@H](CN(C)CC2CCCCC2)OCCCC[C@H](C)O3)cc1

# Ordered by molecular weight (falling): 13 of the compounds above.
NSD2 inh	SMILES
-3	COc1ccc(S(=O)(=O)Nc2ccc3c(c2)C(=O)N([C@H](C)CO)C[C@H](C)[C@H](CN(C)C(=O)Nc2ccccc2)OCCCC[C@H](C)O3)cc1
i	COc1ccc(S(=O)(=O)Nc2ccc3c(c2)C(=O)N([C@H](C)CO)C[C@H](C)[C@@H](CN(C)CC2CCCCC2)OCCCC[C@H](C)O3)cc1
1	C[C@H](CO)N1C[C@H](C)[C@@H](CN(C)S(=O)(=O)c2ccc(F)cc2)Oc2ccc(NC(=O)Nc3ccc(F)cc3)cc2CC1=O
0	C[C@@H]1CCCCO[C@H](CN(C)Cc2ccccc2)[C@@H](C)CN([C@@H](C)CO)C(=O)c2cc(NC(=O)c3ccccc3)ccc2O1
6	Cc1noc(C)c1NC(=O)Nc1ccc2c(c1)CC(=O)N([C@H](C)CO)C[C@@H](C)[C@H](CN(C)C(=O)Nc1c(C)noc1C)O2
4	Cc1ccc(S(=O)(=O)Nc2ccc3c(c2)C(=O)N([C@H](C)CO)C[C@H](C)[C@H](CN(C)Cc2ccncc2)O3)cc1
4	C[C@H](CO)N1C[C@H](C)[C@H](CN(C)Cc2ccccc2)Oc2ccc(NC(=O)CCCN(C)C)cc2C1=O
0	CCCNC(=O)N(C)C[C@@H]1Oc2cc(-c3ccccc3F)ccc2S(=O)(=O)N([C@@H](C)CO)C[C@@H]1C
1	C[C@H](CO)N1C[C@H](C)[C@@H](CN(C)CC2CCCCC2)Oc2c(NC(=O)C3CC3)cccc2C1=O
1	C[C@@H]1CN([C@H](C)CO)C(=O)Cc2cc(NC(=O)Nc3ccccc3)ccc2O[C@H]1CN(C)C
0	CC(=O)N(C)C[C@@H]1Oc2ncc(-c3ccc(F)cc3)cc2C(=O)N([C@@H](C)CO)C[C@@H]1C
2	C/C=C/c1cnc2c(c1)C(=O)N([C@H](C)CO)C[C@@H](C)[C@H](CN(C)C(=O)C1CC1)O2
5	COC(=O)CCCCCCC(=O)N/N=C/CC1=C(C)CCCC1(C)C

# (further entries)
NSD2 inh	SMILES
3	CNC[C@@H]1Oc2ccc(NC(=O)CCCN(C)C)cc2C(=O)N([C@@H](C)CO)C[C@H]1C
-3	C[C@H](CO)N1C[C@H](C)[C@H](CN(C)C(=O)CN(C)C)Oc2cc(C#CCN(C)C)ccc2S1(=O)=O
-2	COc1ccc(S(=O)(=O)N(C)C[C@@H]2OCc3cnnn3CCCC(=O)N([C@H](C)CO)C[C@@H]2C)cc1
-2	C[C@H](CO)N1C[C@H](C)[C@H](CN(C)S(=O)(=O)c2cccs2)OCCCC[C@H](C)Oc2ccc(NS(C)(=O)=O)cc2C1=O
1	C[C@H]1CN([C@@H](C)CO)C(=O)c2cccc(N(C)C)c2O[C@H]1CN(C)Cc1ccc(C(=O)Nc2ccccc2N)cc1
-6	COc1ccccc1-c1cnc2c(c1)C(=O)N([C@@H](C)CO)C[C@@H](C)[C@@H](CN(C)C)O2
-2	C[C@@H]1CN([C@H](C)CO)C(=O)c2cc(C#Cc3ccccc3F)cnc2O[C@H]1CN(C)C(=O)Cc1ccccc1
2	C[C@H](O)C#Cc1cnc2c(c1)C(=O)N([C@@H](C)CO)C[C@H](C)[C@@H](CN(C)C(=O)c1ccccc1F)O2
1	CNC[C@@H]1OCCCC[C@@H](C)Oc2ccc(NS(=O)(=O)c3ccccc3)cc2C(=O)N([C@@H](C)CO)C[C@@H]1C
-2	C[C@H](CO)N1C[C@H](C)[C@H](CN(C)Cc2ccncc2)Oc2ncc(-c3cncnc3)cc2C1=O
-2	C[C@@H]1CN([C@H](C)CO)C(=O)Cc2cc(NC(=O)C3CC3)ccc2O[C@H]1CN(C)CC1CC1
-3	CC1(C)CC[C@]2(C(=O)O[C@@H]3O[C@H](CO)[C@@H](O)[C@H](O)[C@H]3O)CC[C@]3(C)C(=CCC4[C@@]5(C)C[C@@H](O)[C@H](O)[C@@](C)(CO)C5CC[C@]43C)C2C1 (some centres not stated)
1	C[C@H](CO)N1C[C@H](C)[C@@H](CN(C)Cc2ccccc2)Oc2ccc(NS(=O)(=O)c3ccc(Cl)cc3)cc2CC1=O
-3	COc1ccccc1CNC(=O)C[C@@H]1C[C@@H]2c3cc(NC(=O)C4CCOCC4)ccc3O[C@@H]2[C@@H](CO)O1
1	CN(C)C(=O)C[C@H]1C[C@H]2c3cc(NC(=O)Cc4ccncc4)ccc3O[C@H]2[C@@H](CO)O1
11	C[C@H]1CN([C@@H](C)CO)C(=O)Cc2cc(N(C)C)ccc2O[C@@H]1CN(C)S(=O)(=O)c1cn(C)cn1
2	COCC#Cc1ccc2c(c1)O[C@H](CN(C)C(=O)CN(C)C)[C@@H](C)CN([C@H](C)CO)S2(=O)=O
1	CNC[C@H]1Oc2ccc(NC(=O)Nc3ccc(OC)cc3)cc2C(=O)N([C@@H](C)CO)C[C@@H]1C
5	C[C@H](CO)N1C[C@H](C)[C@@H](CN(C)S(=O)(=O)c2ccc(F)cc2)Oc2ncc(C#CC3CCCCC3)cc2C1=O
-10	O=C(O)c1cccc(/C=N/NC(=O)c2ccccc2O)c1
1	CC(C)NC(=O)Nc1ccc2c(c1)C(=O)N([C@@H](C)CO)C[C@@H](C)[C@H](CN(C)C(=O)Nc1ccccc1)O2
-1	CCCN(C)C[C@H]1Oc2ncc(C#Cc3ccc(F)cc3)cc2C(=O)N([C@@H](C)CO)C[C@H]1C
3	Cc1noc(C)c1NC(=O)Nc1ccc2c(c1)CC(=O)N([C@@H](C)CO)C[C@H](C)[C@@H](CN(C)S(=O)(=O)c1ccc(Cl)cc1)O2
-10	Cc1noc(C)c1NC(=O)Nc1ccc2c(c1)C(=O)N([C@@H](C)CO)C[C@H](C)[C@H](CN(C)C(=O)Nc1ccc3c(c1)OCO3)O2
-3	Cc1ccc(S(=O)(=O)N(C)C[C@H]2Oc3ccc(N(C)C)cc3C(=O)N([C@H](C)CO)C[C@H]2C)cc1
17	C[C@H](CO)N1C[C@H](C)[C@@H](CN(C)C(=O)CN(C)C)Oc2ncc(-c3ccc(C(=O)N(C)C)cc3)cc2C1=O

# Screening results (PubChem BioAssay)
